hIAP inh – blocks human intestinal alkaline phosphatase | P09923 | purified IAP, CDP-Star luminescence, 30 min | inhibition, % at 10 µM | actives 0.12% (n = 330,000) | AID 2544;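 active = inhibition reaching a set limit with compound at 10 µM in the primary screen, cut at about 35% in these data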;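 also: plate controls were DMSO wells with enzyme for no effect and no-enzyme buffer wells for full effect; values of inactives mirror those of a sister screen read the other way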
Target sequence (P09923 whole entry, looked up): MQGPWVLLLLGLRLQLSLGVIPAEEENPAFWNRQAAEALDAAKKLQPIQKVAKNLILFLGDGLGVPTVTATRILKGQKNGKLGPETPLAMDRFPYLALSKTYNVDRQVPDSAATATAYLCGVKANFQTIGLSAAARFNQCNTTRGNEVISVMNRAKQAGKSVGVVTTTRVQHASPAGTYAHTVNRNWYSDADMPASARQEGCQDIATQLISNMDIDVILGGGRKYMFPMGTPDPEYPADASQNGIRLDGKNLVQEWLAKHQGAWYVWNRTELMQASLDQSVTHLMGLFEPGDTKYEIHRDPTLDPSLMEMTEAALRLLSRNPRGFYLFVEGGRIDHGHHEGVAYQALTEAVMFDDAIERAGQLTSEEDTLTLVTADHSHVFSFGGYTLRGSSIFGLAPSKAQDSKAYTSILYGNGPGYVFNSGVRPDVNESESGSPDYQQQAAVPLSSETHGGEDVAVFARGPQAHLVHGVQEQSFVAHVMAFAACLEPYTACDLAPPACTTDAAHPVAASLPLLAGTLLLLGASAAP
NR3A LBD binder – modulates the human NR3A ligand-binding domain. NR3A LBD differential scanning fluorimetry, Tm shift; 0% = protein alone, 100% = glycine-bound protein. actives 2.5% (n = 340,000). Tm shift relative to glycine control, % at 25 µM;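 active = melting temperature shift of at least 10% of the positive control shift, at one fixed dose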
hIAP act – increases human intestinal alkaline phosphatase activity | P09923 | purified human IAP, CDP-Star luminescence, 30 min; hits give high values; 1 = vehicle-only enzyme, 0 = enzyme-free background | activation factor at 10 µM | actives 0.16% (n = 330,000) | AID 2524;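 active = activation factor of the enzyme at least 2-fold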; also: the source names both 10 and 20 µM as test concentration; values of inactives mirror those of a sister screen read the other way
beta cell repl – induces beta-cell replication in MIN6 cells; AID 2380; proliferation, % at 10 µM; actives 0.29% (n = 330,000); MIN6 cells proliferation, ATPlite luminescence, 48 h; cells starved in 0.2% serum; 100% = growth in 10% serum;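 active = compounds whose signal lies at least 3.5 SD above the mean of all wells on their plate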;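 also: 0% = DMSO-treated cells in low-serum medium and 100% = 10% serum control; some compounds called inactive have numbers as strong as hits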
MPTP block – inhibitors of mitochondrial permeability transition pore | isolated mouse mitochondria, Ca2+ swelling absorbance, 30 min | inhibition, % at 10 µM | actives 1.4% (n = 360,000) | AID 602449;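 active = inhibition of 50% or more, scaled per plate between neutral and stimulator controls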;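 also: 0% = DMSO wells given calcium and 100% = 1 mM EGTA wells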
mIAP activ – increases mouse intestinal alkaline phosphatase activity; muIAP, CDP-Star luminescence, 30 min; hits give high values; 1 = vehicle-only enzyme signal, 0 = enzyme-free wells; activation factor at 10 µM; actives 0.24% (n = 330,000);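 active = activation factor of at least 2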; also: the source names both 10 and 20 µM as test concentration; values of inactives mirror those of a sister screen read the other way
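Assay system: mouse IAP enzyme; Reagent: CDP-Star chemiluminescent phosphatase substrate; Compound: DMSO-dissolved test compounds; Incubation: 30 min, room temperature; Technique: luminescence from enzymatic CDP-Star hydrolysis; Controls: DMSO-only wells and no-enzyme negative control.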
mIAP inh – blocks mouse intestinal alkaline phosphatase | purified mouse IAP, CDP-Star luminescence, 30 min | inhibition, % at 10 µM | actives 0.2% (n = 330,000);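 active = inhibition of at least 40% at 10 µM in the primary screen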;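 also: plate controls were DMSO with enzyme for no effect and no enzyme wells for full effect; values of inactives mirror those of a sister screen read the other way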
A3A deaminase – inhibitors of human APOBEC3A DNA deaminase; P31941; recombinant A3A, FAM/TAMRA ssDNA deamination fluorescence; inhibition, % at 20 µM; actives 0.41% (n = 330,000); AID 493011;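 active = at least 40% inhibition at 20 µM here, with at most 30% in a related deaminase screen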;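 also: plate controls were A3A with DMSO for no effect and wells lacking A3A enzyme for full effect; some results filed as inactive read as strong as hits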
APOBEC3G inh – blocks human APOBEC3G single-stranded DNA deamination | Q9HC16 | inhibition, % at 20 µM | actives 0.28% (n = 330,000) | recombinant A3G, ssDNA deamination FAM/TAMRA fluorescence;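 active = inhibition of at least 40% at 20 µM, with no more than 30% in the related APOBEC3A deaminase screen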;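 also: plate controls were DMSO wells with A3G for no effect and wells lacking A3G enzyme for full effect; some compounds called inactive have numbers as strong as hits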
Target sequence (Q9HC16 whole entry, looked up): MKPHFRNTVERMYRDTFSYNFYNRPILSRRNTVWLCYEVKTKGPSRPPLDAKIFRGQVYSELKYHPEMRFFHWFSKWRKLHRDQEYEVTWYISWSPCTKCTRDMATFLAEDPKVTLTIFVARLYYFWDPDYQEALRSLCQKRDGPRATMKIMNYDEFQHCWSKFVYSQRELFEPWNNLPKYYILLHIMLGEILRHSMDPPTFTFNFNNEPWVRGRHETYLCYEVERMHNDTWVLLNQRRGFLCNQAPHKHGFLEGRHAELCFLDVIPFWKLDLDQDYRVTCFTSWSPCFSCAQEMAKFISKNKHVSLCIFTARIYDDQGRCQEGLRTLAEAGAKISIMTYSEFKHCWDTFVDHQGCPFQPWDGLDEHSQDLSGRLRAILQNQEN
Starred values were filed as active, the others as inactive; · = no result given.

SMILES	hIAP inh	NR3A LBD binder	hIAP act	beta cell repl	MPTP block	mIAP activ	mIAP inh	A3A deaminase	APOBEC3G inh
O=C1NC(=O)N(c2ccccc2)C(=O)/C1=C\c1ccc([N+](=O)[O-])o1	-16	·	1.2	-1	·	0.53	47*	88	82
CCOc1cc2c(cc1OCC)-n1cccc1C(c1ccc(OC)c(O)c1)NC2 (stereo not drawn)	-1	-1	1	-1	-0.5	1	-3	-5	-9
COc1ccc(OCC(=O)N2CCN(CC3CC4C=CC3C4)CC2)cc1 (stereo not drawn)	-8	0	1.1	-2	0.5	0.97	3	-4	-6
O=c1[nH]c(=O)n(C2CCCCCC2)c(O)c1C=NC1CCN(Cc2ccccc2)CC1	-7	-2	1.1	0	14	0.94	6	1	0
COc1ccc2nc(NC(=O)CCc3nc(C4=CCN(C)CC4)no3)sc2c1	-23	0	1.2	-4	1.0	1.1	-10	0	-3
COP(=O)(OC)C(NC(=O)C(C)(C)C)=C(Cl)Cl	-30	1	1.3	-1	0.5	0.96	4	-3	-6
COP(=S)(OC)SCN1C(=O)c2ccccc2C1=O	8	2	0.92	-4	0.3	0.88	12	-4	12
O=C(/C=C/c1ccc2c(c1)OCO2)c1c(O)n(CCc2ccccc2)c(=O)[nH]c1=O	-1	-5	1	-4	-10	0.87	13	-3	-10
CC1(C)Cc2c(sc3c2C(=O)NC(c2cccnc2)N3)CO1 (stereo not drawn)	2	0	0.98	-1	-0.4	1.1	-6	0	1
CC(=NCC1CCCO1)c1c(O)n(-c2ccc(C)cc2)c(=O)[nH]c1=O (stereo not drawn)	-12	-1	1.1	-1	1.1	0.98	2	-1	-6
Cc1cc(N2CCCC2)ccc1C=C(C#N)C#N	10	5	0.9	1	3.9	1	0	2	-11
Cc1cc(OCC(=O)N2CCC(C(=O)O)(c3ccccc3)CC2)c2c(C)c(C)c(=O)oc2c1	14	-3	0.86	5	-1.1	1	-2	-4	-7
CCC(=Nc1cc(OC)ccc1OC)c1c(O)[nH]c(=O)[nH]c1=O	8	0	0.92	0	-3.4	1.1	-10	-1	-2
CCCCOc1ccc(CCN)cc1Cl	0	-11	1	-2	92*	1	-4	1	-7
C=CCn1c(O)c(C(C)=NCc2cccnc2)c(=O)[nH]c1=O	-1	-2	1	0	0.3	1	-5	2	0
CC1CN(C(=O)CCC(=O)N2CCC3(CC2)OCCO3)c2cc(Cl)ccc2O1 (stereo not drawn)	-15	0	1.1	0	-0.4	1	-2	-5	-7
C[C@]12CCC3C(CC[C@H]4C[C@@H](O)CC[C@]34C)C1C[C@@H](O)[C@H]2O (stereo partly drawn)	-10	-1	1.1	1	-0.3	0.99	1	-1	-5
Cc1ccc(NC(=O)c2ccc(C)c(S(=O)(=O)N3CCCCC3)c2)nc1	0	5	0.99	1	1.3	0.97	3	4	4
CC(C)OC(=O)Nc1ccc(N=C(N)N[N+](=O)[O-])cc1	-11	-1	1.1	0	-0.1	0.97	2	14	-8
CC(N)Cc1c[nH]c2ccc(OCc3cccs3)cc12 (stereo not drawn)	-2	-1	1	-4	82*	1.1	-7	-2	-5
CC1(C)C(C(=O)NCc2ccco2)C1(C)C	10	1	0.9	-1	1.9	1	0	3	-4
COc1ccccc1-n1c(/C=C/c2ccccn2)nc2ccccc2c1=O	4	-1	0.96	0	0.7	0.95	5	-2	-6
COc1ccccc1Cn1c(SCC(=O)C(C)(C)C)nc2cc(C(=O)N3CCC4(CC3)OCCO4)ccc2c1=O	6	·	0.94	-2	·	0.89	11	4	-8
Cc1ccc(CN2CCSc3ccc(C(=O)N4CCC5(CC4)OCCO5)cc32)cc1	3	-2	0.97	-1	-0.1	0.98	2	-5	-7
COc1ccc(OCC#CCN2CCCCCC2)cc1	6	-17	0.94	-1	0.4	0.91	9	-2	-8
COC(=O)C1=C(c2ccc(C(C)=O)cc2)C[C@@H]2CC[C@H]1N2C(=O)NCc1ccc2c(c1)OCO2	-1	1	1	1	2.0	0.92	8	0	1
O=C(CCC(=O)N1CCC2(CC1)OCCO2)Nc1nnc(C(F)(F)F)s1	-8	3	1.1	-3	0.5	0.97	3	-6	-9
C=CCn1c(O)c(C(C)=NCCCN2CCOCC2)c(=O)[nH]c1=O	9	-2	0.91	0	-1.2	1.1	-9	4	0
O=C1NC(=O)C(=Cc2coc3ccc(O)cc3c2=O)C(=O)N1	-5	0	1.1	-2	4.5	0.83	17	9	5
COc1cc2c(cc1OC)-c1c3c(cc4c1[C@@H](C2)N(C)CC4)OCO3	-22	-5	1.2	-7	2.0	1.1	-10	26	45*

Ordered by molecular weight (lowest first): part of the list above
SMILES	hIAP inh	NR3A LBD binder	hIAP act	beta cell repl	MPTP block	mIAP activ	mIAP inh	A3A deaminase	APOBEC3G inh
CC1(C)C(C(=O)NCc2ccco2)C1(C)C	10	1	0.9	-1	1.9	1	0	3	-4
CC(C)OC(=O)Nc1ccc(N=C(N)N[N+](=O)[O-])cc1	-11	-1	1.1	0	-0.1	0.97	2	14	-8
CC(N)Cc1c[nH]c2ccc(OCc3cccs3)cc12 (stereo not drawn)	-2	-1	1	-4	82*	1.1	-7	-2	-5
O=C1NC(=O)C(=Cc2coc3ccc(O)cc3c2=O)C(=O)N1	-5	0	1.1	-2	4.5	0.83	17	9	5
C=CCn1c(O)c(C(C)=NCCCN2CCOCC2)c(=O)[nH]c1=O	9	-2	0.91	0	-1.2	1.1	-9	4	0
COc1cc2c(cc1OC)-c1c3c(cc4c1[C@@H](C2)N(C)CC4)OCO3	-22	-5	1.2	-7	2.0	1.1	-10	26	45*
COc1ccccc1-n1c(/C=C/c2ccccn2)nc2ccccc2c1=O	4	-1	0.96	0	0.7	0.95	5	-2	-6
O=C(CCC(=O)N1CCC2(CC1)OCCO2)Nc1nnc(C(F)(F)F)s1	-8	3	1.1	-3	0.5	0.97	3	-6	-9
Cc1ccc(CN2CCSc3ccc(C(=O)N4CCC5(CC4)OCCO5)cc32)cc1	3	-2	0.97	-1	-0.1	0.98	2	-5	-7
COc1ccccc1Cn1c(SCC(=O)C(C)(C)C)nc2cc(C(=O)N3CCC4(CC3)OCCO4)ccc2c1=O	6	·	0.94	-2	·	0.89	11	4	-8

The results go on.
SMILES	hIAP inh	NR3A LBD binder	hIAP act	beta cell repl	MPTP block	mIAP activ	mIAP inh	A3A deaminase	APOBEC3G inh
COc1ccccc1N1CCN(Cc2cccc(OC)c2O)CC1	-9	0	1.1	4	1.4	0.93	7	0	-2
Cc1cccc(-n2c(/C=C/c3ccc([N+](=O)[O-])o3)nc3ccccc3c2=O)c1	15	0	0.85	0	1.2	0.88	12	5	-6
CC(C)NC(=O)Cn1cc(C(=O)c2ccccc2F)c2ccccc21	2	3	0.98	0	-3.5	1	-4	0	2
Clc1ccc2c(c1)C(c1ccccc1Cl)=NCc1nncn1-2	3	1	0.97	3	-0.7	1	-1	3	-1
CC(=O)Nc1cc(C(=O)N2CCC3(CC2)OCCO3)ccc1Sc1ccc(F)cc1	-4	1	1	-2	-0.6	0.99	1	1	-9
CCOC(=O)C1CCN(C(C)C(=O)c2c(C)[nH]c3cc(C)ccc23)CC1 (stereo not drawn)	1	0	0.99	1	-3.0	1.1	-7	-2	-4
Cc1cccc(C)c1OP(N)(=O)Oc1c(C)cccc1C	4	0	0.96	0	1.5	0.95	5	3	-2
CCCc1c(C)nc(-c2ccc(C)cc2)nc1OC(=O)N(C)C	7	-1	0.93	0	1.7	1	-2	2	0
CC1(C)C2([N+](=O)[O-])CNCC1([N+](=O)[O-])CNC2	16	1	0.84	-2	0.1	1	-1	-3	-5
O=P(C(c1ccc2c(c1)OCO2)N1CCOCC1)(N1CCOCC1)N1CCOCC1 (stereo not drawn)	-6	1	1.1	0	1.5	1	-1	1	2
CCCCn1c(=O)c(C(=O)NCc2ccccc2Cl)c(O)c2ccccc21	-6	0	1.1	-1	2.8	1	-1	0	-3
COc1ccccc1-n1c(-c2cccs2)nc2ccccc2c1=O	5	1	0.95	0	-0.3	0.71	29	-1	-10
CCOc1ccc(NC(=O)CCNC(=O)N2C[C@H]3C[C@@H](C2)c2cccc(=O)n2C3)cc1	6	1	0.94	-3	-0.1	0.99	1	-1	-8
CC(=O)N1N=C2C3CCN(CC3)C2C1c1cccc2ccccc12 (stereo not drawn)	16	0	0.84	7	-1.3	0.96	4	-5	-11
COc1cccc(CNC(=O)CCC(=O)N2C[C@H]3C[C@H](C2)c2cccc(=O)n2C3)c1OC	-3	0	1	-2	-2.6	1	-5	0	-4
COC(=O)C1=C(c2cccc(OCc3ccccc3)c2)C[C@@H]2CC[C@H]1N2C(=O)NNCc1ccccc1	5	3	0.95	-7	0.2	1	-2	-4	-7
O=C1CN=C(c2ccccc2)c2oc3ccc(Br)cc3c2N1	2	0	0.98	-1	3.5	0.96	4	0	-3
Cc1cccc(NC(N)=S)c1	14	-1	0.86	-2	1.7	0.99	0	2	1
N=c1sc2c(n1Cc1ccccc1)CCCC2	-21	-1	1.2	-2	1.0	1	-3	1	3
CC(=NCCO)c1c(O)n(C)c(=O)n(C)c1=O	7	-1	0.93	0	0.3	0.98	2	-3	-7
Cn1c(O)c(C=Nc2ccc(F)cc2)c(=O)[nH]c1=O	2	-1	0.98	-2	-0.6	0.89	11	-6	-3
Cc1nonc1-c1nc(-c2nonc2N)n[nH]1	-8	-1	1.1	-3	-7.1	0.98	2	-4	-7
O=c1c(C=Nc2cccnc2Cl)c(O)n(CCCCl)c(=O)n1C1CCCCC1	18	-5	0.81	-3	2.2	1	-2	-7	-11
Cc1ccc(OCC(=O)N2CCN(Cc3ccc4c(c3)OCO4)CC2)cc1C	2	-2	0.98	2	-1.2	0.99	1	2	-6
C[C@]12CCC(=O)C=C1CC[C@@H]1[C@@H]2CC[C@]2(C)C(=O)CC[C@@H]12	12	-2	0.88	4	2.4	0.96	4	-5	-4
COc1ccc(CCNCc2ccsc2)cc1OC	-8	-1	1.1	-3	-0.3	1.1	-10	-4	-2
NC(=O)C1(N2CCCCC2)CCN(Cc2ccccc2)CC1	1	-4	0.99	-3	-0.3	0.98	2	-1	-2
Cc1cc(OCc2nn[nH]n2)c2c3c(c(=O)oc2c1)CCCC3	21	0	0.79	-3	0.4	0.92	8	-1	-3
CNCCc1ccc(O)c(O)c1	9	0	0.91	-8	-1.9	0.72	28	-4	-6
CCCCOC(=O)C1=C(N)OC2=C(C(=O)CCC2)[C@]12C(=O)N(C)c1ccccc12	22	7	0.78	-2	0.2	0.99	1	2	-1
CCCCCCN=C(C)c1c(O)n(Cc2ccccc2)c(=O)[nH]c1=O	2	2	0.97	-1	6.9	0.94	6	-1	-4
COc1ccc(NC2=NC(C)(C)CS2)cc1	-10	0	1.1	-3	0.6	0.96	4	1	-11
O=c1c(C=NCc2cccs2)c(O)n(C2CCCCC2)c(=O)n1C1CCCCC1	-13	-4	1.1	-6	0.6	1.1	-6	-2	-6

High-throughput results (PubChem BioAssay)

An excerpt; the hit share may differ from the screen's.
